# Screens as filed in PubChem BioAssay.
# HCMV antiviral = blocks human cytomegalovirus replication; HFF cells, HCMV-luciferase reporter, 72 h; active compounds read low; activity change, negative = inhibition, % at 57.5 µM; 4.5% of 410,000 active; in the data active = activity change below about -60%; inconclusive = no clear call, values can overlap the other calls; inactive = above about -39%
#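 After 16 h attachment at 37C, HFF cells received test compound and HCMV-luciferase (1 PFU/cell); reporter luminescence read 72 h later, data normalized against buffer-only and known inhibitor Salinomycin.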
# AmpC detergent = inhibitors of E. coli AmpC beta-lactamase with detergent | AmpC hydrolysis of nitrocefin, absorbance 480 nm, 0.01% Triton | 0.041% of 370,000 active | P00811 | Potency, µM (doses to about 114 µM), without a hit: at the top dose activity change, negative = inhibition, actives largely listed as inhibitors | AID 485294; active = well fitted inhibition curve with a large enough effect; inconclusive = small, poorly fitted or top-dose-only effect;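 also: potency is read from the fitted curve at half-maximal effect; 0% = no-compound wells and -100% = no-enzyme wells; nearly all actives have a fitted effect of over 25% in size; some results filed as inactive show a strong effect at the top dose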
# Target sequence (P00811 whole entry, looked up): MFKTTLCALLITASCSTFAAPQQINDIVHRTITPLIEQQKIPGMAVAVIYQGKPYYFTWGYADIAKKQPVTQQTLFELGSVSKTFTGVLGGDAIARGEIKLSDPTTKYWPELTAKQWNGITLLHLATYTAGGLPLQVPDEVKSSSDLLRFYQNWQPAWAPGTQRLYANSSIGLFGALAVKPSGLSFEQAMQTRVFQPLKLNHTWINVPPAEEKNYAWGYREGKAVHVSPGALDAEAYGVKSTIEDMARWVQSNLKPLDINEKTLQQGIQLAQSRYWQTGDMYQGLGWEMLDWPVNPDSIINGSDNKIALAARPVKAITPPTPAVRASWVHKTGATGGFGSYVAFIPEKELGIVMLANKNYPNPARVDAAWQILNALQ
#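 20 mM phosphate pH 7.0 + 0.01% (detergent screen) or 0.0001% Triton X-100; 5.3 nM AmpC reagent; cpd preinc 15 min RT; nitrocefin (800 uM stock) to start; A480 q20 s × 4 min; Activity was normalised to no-enzyme and no-compound control wells.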
# Numbers without * were called inactive; ? = inconclusive. Unless noted, % is scaled to controls: 0 for no effect and ±100 for the full control effect. Some of the compounds tested (hit frequency here may not be typical).
# Start of the data: the first 5 records, ahead of the listing:
mol	HCMV antiviral	AmpC detergent
O=C(NNc1ncnc2c1cnn2-c1ccccc1)c1cccc(Cl)c1	3	6%
COc1cccc(CN2C(=O)c3ccccc3Sc3ccc(C(=O)N(C)Cc4ccccc4)cc32)c1	?	7%
COc1ccc(CCNc2nc3c(-c4cccc(C(F)(F)F)c4)nnn3c3ccccc23)cc1OC	17	11%
COc1ccc(CNC(=O)c2cc3oc4ccccc4c3n2C)cc1OC	?	-1%
COc1ccc(-n2c(SCC(=O)Nc3nnc(C)s3)nc3c([nH]c4ccccc43)c2=O)cc1	89	5%

# Main list, from the first entry:
mol	HCMV antiviral	AmpC detergent
O=C(NNc1ncnc2c1cnn2-c1ccccc1)c1cccc(Cl)c1	3	6%
COc1cccc(CN2C(=O)c3ccccc3Sc3ccc(C(=O)N(C)Cc4ccccc4)cc32)c1	?	7%
COc1ccc(CCNc2nc3c(-c4cccc(C(F)(F)F)c4)nnn3c3ccccc23)cc1OC	17	11%
COc1ccc(CNC(=O)c2cc3oc4ccccc4c3n2C)cc1OC	?	-1%
COc1ccc(-n2c(SCC(=O)Nc3nnc(C)s3)nc3c([nH]c4ccccc43)c2=O)cc1	89	5%
CCCCOC(=O)c1ccc(NC(=O)c2ccc3c(c2)CCN3S(=O)(=O)c2ccccc2)cc1	-26	9%
COc1ccc(N2CCN(S(=O)(=O)c3ccc(C4CCCCC4)cc3)CC2)cc1	2	-5%
CCOC(=O)c1[nH]c(C)c(CCC(=O)N2CCN(c3ccc(Cl)cc3)CC2)c1C	-37	19%
Cc1cccc(-c2nc3nc(C)cc(NC(C)c4ccccc4)n3n2)c1 (stereo not given)	-15	22%
O=[N+]([O-])c1cc(-c2nc(-c3ccccc3)no2)ccc1NCC1CCCO1 (stereo not given)	48	-11%
CCOc1ccccc1C(=O)Nc1ccc2nc(N(CC)CC)cc(C)c2c1	-24	6%
COc1ccc(-c2cc(C(F)(F)F)n3nc(C(=O)Nc4ccc(Cl)cc4C(F)(F)F)cc3n2)cc1OC	29	-2%
Cc1ccc(-c2csc(-c3c(N)c(C(=O)c4ccc5c(c4)OCO5)n4ccccc34)n2)cc1C	-6	23%
COc1ccc2cc(-c3cn4c(n3)sc3cc(F)ccc34)c(=O)oc2c1	-8	8%
Cc1ccc(C)c(N2CCN(c3nc4ccc(C)cc4nc3-n3nc(C)cc3C)CC2)c1	6	13%
O=C(NCCS(=O)(=O)N1CCN(c2ccc(F)cc2)CC1)c1cccc(C(F)(F)F)c1	-17	?
COc1cc(NC(=O)CCS(=O)(=O)c2ccc(Br)cc2)cc(OC)c1	-8	-4%
CC(C)N(Cc1nc(-c2ccc(Cl)cc2)no1)C(=O)c1ccco1	-28	19%
COc1ccc(-c2nc(CSc3nnc(C)n4c3cc3occc34)c(C)o2)cc1OC	-34	-8%
Cc1ccc(OCc2nc(C#N)c(NCCc3ccccc3)o2)cc1	-4	-8%
Cc1ccc(C(=O)NCCSc2c(C)[nH]c3ccccc23)cc1C	?	10%
CCCN(C(=O)CCc1nc(-c2ccc(OC)cc2)no1)c1ccccc1F	-26	10%
Cc1ccc(-c2cc(-c3coc4ccc(Cl)cc4c3=O)c3c(n2)-c2ccccc2OC3)cc1	14	0%
O=C(CCC1N=C2c3ccccc3N=C(SCc3ccccc3F)N2C1=O)NCCc1ccccc1 (stereo not given)	-29	-5%
Cn1cc(-c2cc3n(n2)CCC(=O)N3CCCC(=O)Nc2ccccc2F)c2ccccc21	8	13%
COc1cc(C2c3c(oc4ccccc4c3=O)C(=O)N2c2nc(C)c(C)s2)ccc1O (stereo not given)	-20	-7%
CCC(Sc1nc2cc(OC)c(OC)cc2c(=O)n1CCc1ccc(Cl)cc1)C(=O)NCCOC (stereo not given)	?	-5%
Cc1ccc(NC(=O)c2nc(S(C)(=O)=O)ncc2N(Cc2ccco2)Cc2ccco2)cc1C	2	0%
COCCc1nn2c(=O)cc(COC(=O)c3ccccc3C)nc2s1	20	21%
N#Cc1ccc(NC(=O)C2Cc3ccccc3CN2S(=O)(=O)c2ccc(F)cc2)cc1 (stereo not given)	-17	-8%

# The final three entries of the section before come first, to join the parts.
mol	HCMV antiviral	AmpC detergent
Cc1ccc(NC(=O)c2nc(S(C)(=O)=O)ncc2N(Cc2ccco2)Cc2ccco2)cc1C	2	0%
COCCc1nn2c(=O)cc(COC(=O)c3ccccc3C)nc2s1	20	21%
N#Cc1ccc(NC(=O)C2Cc3ccccc3CN2S(=O)(=O)c2ccc(F)cc2)cc1 (stereo not given)	-17	-8%
CCCc1c(C)c2ccc(O)c(CN3CCN(c4ccc(F)cc4)CC3)c2oc1=O	-10	14%
COc1cc(OC)cc(C(=O)Nc2nc(-c3nnn(-c4ccc(F)c(Cl)c4)c3C)ns2)c1	-94*	-3%
CCc1ccc(N2CCn3c2nc2c3c(=O)n(Cc3ccc(F)cc3)c(=O)n2C)cc1	-17	9%
COc1ccccc1NC(=O)CSc1nnc(-c2nonc2NC(C)=O)n1-c1ccccc1	-17	12%
Cc1nc(-c2cccc(S(=O)(=O)N3CCC(C(=O)NCc4ccccc4)CC3)c2)no1	1	-6%
Cc1ccc(CNS(=O)(=O)c2ccc3c(c2)CCN3S(C)(=O)=O)cc1	8	3%
CCOC(=O)c1cc(OC(=O)c2cc(Cl)ccc2OC)n(-c2ccccc2)n1	30	19%
CCOc1ccccc1CN1CCN(S(=O)(=O)c2ccccc2)CC1	10	4%
Cc1nc2c(c(C)nn2C(C)(C)C)c(C)c1CCC(=O)Nc1ccc(F)cc1	-11	-1%
Cc1cc(Nc2cccc(C(F)(F)F)c2)nc2ccc(NC(=O)Cc3ccc(Cl)cc3)cc12	-103*	17%
CCn1cc(S(=O)(=O)c2ccccc2)c(=O)c2cc(F)c(N3CCCCCC3)cc21	?	2%
COc1ccc2c(c1)cc1c(=O)n(CC(=O)NCCc3ccccc3)nc(C)n12	1	12%
CN(C)C(=O)c1ccc(NC(=O)Cn2nc(-c3ccccc3)c3ccccc3c2=O)cc1	4	11%
Cc1nc(-c2ccc(S(=O)(=O)N3CCN(c4ccccc4F)CC3)cc2)co1	-22	7%
Cc1ccc(-c2nc3sc(CCNC(=O)c4ccc(Br)o4)c(C)n3n2)cc1	57	-6%
O=C(CCSCc1cccc(Cl)c1)N1CCN(c2ccc(Cl)cc2)CC1	-63*	7%
COc1ccc2c(c1)CC(C(=O)NCCc1ccc(S(N)(=O)=O)cc1)CO2 (stereo not given)	-3	14%
COc1cccc(CNC(=O)c2ccc3nc(-c4ccccc4)c(-c4ccccc4)nc3c2)c1OC	5	7%
CCOCCc1nn2c(=O)cc(COC(=O)c3ccc(NC(=O)C4CCCCC4)cc3)nc2s1	-5	-4%
COc1ccc(CCNc2ncnc3c2nnn3C)cc1OC	-9	2%
COc1cc(OC)c(NC(=O)Cn2c(=O)oc3cc(S(=O)(=O)N4CCCC4)ccc32)cc1Cl	0	3%
CCOC(=O)C1CCN(C(c2ccc(C)cc2)c2sc3nc(-c4ccco4)nn3c2O)CC1 (stereo not given)	4	1%
CCc1ccc(CNC(=O)CN2C(=O)c3cccnc3Oc3ccc(C)cc32)cc1	?	10%
COc1ccc(CCNC(=O)c2nn(C)c3c2CSc2ccccc2-3)cc1OC	?	18%
CCOc1ccc(-c2nnc(SCC(=O)NCCc3ccccc3)nc2-c2ccc(OCC)cc2)cc1	-9	4%
COc1cccc(-c2ccnc3c(-c4ccc(F)cc4)c(C)nn23)c1	-14	2%
O=C(CSc1oc(-c2ccco2)nc1S(=O)(=O)c1ccc(Br)cc1)c1ccc(Cl)cc1	-20	7%
COc1ccc(-c2[nH]ncc2C(=O)NCc2cccc(Cl)c2)cc1	-36	21%
CCC(C(=O)NC1CCC(C)CC1)n1nc(C)c2sc3ccccc3c2c1=O (stereo not given)	98	22%
Cc1ccc(CNC(=O)Cn2c(=O)n(-c3ccccc3)c(=O)c3c2c2cc(C)ccc2n3C)cc1	7	19%
COc1ccc(CC(=O)N2CC(=O)Nc3ccc(Br)cc3C2c2ccc(F)cc2)cc1OC (stereo not given)	-4	7%
Cc1ccc(CNC(=O)CN(c2cc(C)cc(C)c2)S(=O)(=O)c2c(C)noc2C)cc1	-6	-1%
CC1=C(C(N)=O)C(c2ccc(F)cc2)n2nc(-c3ccccc3Cl)nc2N1 (stereo not given)	21	4%
Cc1cc(C)cc(NC(=O)CN2C(=O)c3ccccc3Sc3ccc(C(=O)N4CCCC4)cc32)c1	17	2%
COc1ccc(CCNC(=O)C2COc3ccccc3C2)cc1OC (stereo not given)	15	22%
CCCNC(=O)C1CCN(c2cc(C)nc3c(-c4ccc(OC)c(OC)c4)c(C)nn23)CC1	8	-2%
Cc1ccc(OCC(=O)NCC2(N3CCN(C)CC3)CCCCC2)cc1	-39	16%
Cc1c(Cl)cccc1NC(=O)c1ccc2snnc2c1	-29	21%
COc1ccc(S(=O)(=O)NCCc2csc(-c3ccc(F)cc3)n2)cc1F	-9	8%
CCn1c(=O)cc(OCC(=O)Nc2cc(Cl)c(OC)cc2OC)c2ccccc21	1	19%
Cc1ccc(CN2CCc3nc(Nc4ccc5c(c4)OCCO5)ncc3C2)cc1	-7	18%
O=C(Cn1c(=O)n(-c2ccccc2)c(=O)c2ccc(C(=O)NCc3ccc4c(c3)OCO4)cc21)Nc1ccc(Br)cc1	-11	1%
O=C(NC1CC(=O)N(c2cccc(F)c2)C1)C1CCCCC1 (stereo not given)	-18	-3%
O=C(Cn1cc(S(=O)(=O)c2ccccc2)c(=O)c2cc3c(cc21)OCO3)Nc1ccccc1	-12	-4%
COc1cc(OC)cc(-c2nc3nc(C)c(CCC(=O)Nc4ccc(F)cc4F)c(C)n3n2)c1	9	-8%
COc1ccc(-c2noc(CN(C(=O)COc3cc(C)c(Br)c(C)c3)C(C)C)n2)cc1	?	16%
COc1cccc(NC(=O)Nc2cccc(-c3cn4cccnc4n3)c2)c1	-9	0%
CN(c1ccccc1)c1ncnc2c1cnn2C	-15	5%
Cc1ccc(Nc2nc(C(N)=O)c(NC(=O)c3ccccc3Br)s2)cc1	66	3%
O=C(CSc1nc2c([nH]c3ccccc32)c(=O)n1-c1ccccc1)N1CCCc2ccccc21	31	4%
O=C(Nc1nc2n(n1)C(c1ccc(F)cc1)C=C(c1ccccc1)N2)c1cccc([N+](=O)[O-])c1 (stereo not given)	-19	16%
Cc1ccc(C)c(OCCn2cc(C(=O)c3ccco3)c3ccccc32)c1	0	23%
Fc1ccccc1N1CCN(c2ncnc3c2nc2n3CCCCC2)CC1	7	16%
CCS(=O)(=O)N1CCc2cc(C(=O)Nc3ccc(Br)cc3F)ccc21	?	?
O=c1c2cnn(-c3ccc(Cl)cc3)c2ncn1Cc1ccc(Cl)cc1Cl	20	-8%
CCN1CCN(c2cc(C)c3cc(NC(=O)/C=C/c4cccc(Cl)c4)ccc3n2)CC1	-101*	10%
CN1CCN(C(=O)c2ccc3c(c2)N(Cc2ccc(Cl)cc2)C(=O)c2ccccc2S3(=O)=O)CC1	-12	-8%
O=C(CSc1c2c(nc3cc(Cl)ccc13)CCCC2)N1CCN(c2ccccc2)CC1	-78*	6%
CCOC(=O)c1ccc(NC(=O)C2CC(=O)NC(=Nc3ccc(C)c(C)c3)S2)cc1 (stereo not given)	-14	15%
CCOc1ccc(C(=O)N2CC(=O)Nc3ccc(F)cc3C2c2ccc(F)cc2)cc1 (stereo not given)	37	9%

# Next results
mol	HCMV antiviral	AmpC detergent
Cc1ccc(OCC(=O)Nc2ccc3c(c2)sc(=O)n3C)cc1	4	-7%
CCc1cccc(NC(=O)C2CCC(CNS(=O)(=O)c3ccc(Br)s3)CC2)c1 (stereo not given)	9	13%
CC(C)Cc1nn2c(=O)cc(COC(=O)c3cccc(NS(C)(=O)=O)c3)nc2s1	-37	14%
Cc1cc(C)cc(N2CC(c3nc(-c4cccc(Cl)c4)no3)CC2=O)c1 (stereo not given)	13	-2%
CC(C)CSc1ccccc1NC(=O)c1sc2nc(-c3ccncc3)ccc2c1N	-24	19%
CC1CCN(CC2CCN(C(=O)Nc3ccc(Br)cc3F)CC2)CC1	-23	-2%
Cc1ccc(-c2nc3ccccn3c2Nc2c(C)cccc2C)o1	-20	-4%
CCN(CC)S(=O)(=O)c1ccc2oc(C(=O)NCc3ccccc3OC)c(C)c2c1	?	0%
CCn1c(CC2C(=O)N(C)c3ccc(Br)cc32)nc2ccccc2c1=O (stereo not given)	58	17%
CCN(CC)C(=O)CSc1nc2ccsc2c(=O)n1Cc1ccccc1Cl	?	-6%
Cc1ccc(NC(=O)Cc2c(C(=O)O)c(C)cn2C)cc1Cl	14	9%
COc1cc(C2c3c(oc4ccc(C)cc4c3=O)C(=O)N2Cc2ccccc2)ccc1O (stereo not given)	15	-1%
O=c1c2cccnc2n(Cc2cccc(F)c2)c(=O)n1Cc1ccccc1Cl	-5	23%
Cc1ccc(OCCn2c(C3CC(=O)N(Cc4ccc(F)cc4)C3)nc3ccccc32)c(C)c1 (stereo not given)	-92*	4%
